Screens: PubChem BioAssay, National Center for Advancing Translational Sciences (NCATS)
BRCA1 expr up – increases BRCA1 expression | MCF7-BRCA1-FFLuc reporter, luminescence, 48 h; response scale: scaled: vehicle 0%, 10 µM genistein 100% | Potency, µM (titrated, usually from 46.1 µM), for inactives: at the top dose activation, most hits filed as activators | 380,000 tested, 1.1% active; active = well fitted activation curve with a large enough effect; also: nearly all actives have a fitted effect of over 80% in size; some results filed as inactive show a strong effect at the top dose
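MCF7-BRCA1-FFLuc, 2000 cells/well; 2 h attach, 37 °C/5% CO2; compound 48 h; luciferase substrate 15 min; luminescence end-point. Norm. to genistein 10 microM max activation and DMSO; concentration-response curves fitted.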
* hit, by the source's call; [ ] = remark or other dose. Potency is read from the fitted curve at half-maximal effect. Only part of the results is shown. The share of hits here may be higher or lower than overall.

BRCA1 expr up | SMILES
-79.0%[inhibitor] | Clc1ccc(-c2csc3ncnc(Sc4nnnn4-c4ccccc4)c23)cc1
-33.4% | COc1cccc(C(NC(C)=O)c2nc(/C=C/c3ccccc3)cs2)c1 (centres undefined)
-17.8% | Cc1cccc(C)c1Cn1c(C)c(C(=O)NCc2ccc(C#N)cc2)sc1=O
-1.8% | Cc1ccc(N(CC(=O)N2CCCCCC2)S(C)(=O)=O)c(C)c1
-46.1% | O=C(Nc1cccc2c1CCCC2)c1cc(C2CCCCN2C(=O)c2cccs2)on1 (centres undefined)
10.1% | CC(C)(C)C(=O)c1c(N)[nH]c(C(=O)c2ccccc2)c1-c1ccc(Br)cc1
10.7% | CCOC(=O)C1(C)CCN1C(=O)COc1ccccc1 (centres undefined)
14.2% | O=C(NC1CCCCC1)C1c2ccccc2OCC(=O)N1CCCN1CCOCC1 (centres undefined)
10.8% | CCCCN(C)C(=O)c1sc(=O)n(Cc2cc(Cl)ccc2OC)c1C
4.3% | CN(C)c1ccc(/C=N\Nc2ccc([N+](=O)[O-])cc2[N+](=O)[O-])cc1Cl
-48.8% | COc1ccccc1Cn1c(=S)[nH]c2cc(C(=O)N3CC(C)CC(C)C3)ccc2c1=O (centres undefined)
10.4% | CC(C)(C)c1ccc(S(=O)(=O)NC(=O)C2(C)CCN2C(=O)CC2CCCCC2)cc1 (centres undefined)
-31.4% | CC1(C(=O)NCc2ccco2)Cc2c(-c3ccccc3)ccnc2O1 (centres undefined)
6.2% | c1ccc(CN=C2CCCc3ccccc3N2)cc1
5.8% | C[C@@H]1CN([C@@H](C)CO)C(=O)CCCn2cc(nn2)CO[C@H]1CN(C)C(=O)OCc1ccccc1

Other results.
BRCA1 expr up | SMILES
4.1% | COc1ccc([C@@H]2C[C@H]3[C@@H](CN2S(=O)(=O)c2ccccc2)C(=O)C[C@@H](c2ccc(C)cc2)N3S(=O)(=O)c2ccc(C)cc2)cc1
0.0% | Cc1ccc(Cc2c(-c3ccc(F)cc3)nc3c(C)cc(Br)cn23)cc1
-16.8% | Cc1c(C(=O)NCc2cccc(C(F)(F)F)c2)sc(=O)n1Cc1ccc(C(=O)N(C)C)cc1
5.3% | O=C(NCc1cccc(C(F)(F)F)c1)c1csc(COCCO)n1
0.0% | C[C@@H]1CCCCO[C@@H](CN(C)C(=O)CCCN(C)C)[C@@H](C)CN([C@H](C)CO)C(=O)c2cc(NC(=O)CCC(F)(F)F)ccc2O1
3.1% | CC(=O)N1CCC(C(=O)Nc2cc(S(=O)(=O)N3CCCCC3)ccc2C)CC1
-6.1% | CNc1nc(NCCOc2ccccc2Cl)c2sccc2n1
-25.7% | CCOC(=O)C1=C[C@@H](CC)N(S(=O)(=O)c2ccc(C)cc2)[C@H]1c1cccs1
-3.5% | O=C(OCc1cn([C@H]2C[C@H](c3ccc(Cl)cc3)N(C(=O)C3CCCCC3)C[C@@H]2O)nn1)c1ccccc1
-3.8% | CCCCN(C=O)c1c(CC)nc2ccc(C(=O)N3CCN(C(=O)c4ccco4)CC3)cn12
-39.9% | Cc1c(C(=O)NCc2ccc(F)cc2)sc(=O)n1Cc1ccc(Cl)c(Cl)c1
4.6% | CC1(C)Cc2c(sc(NC(=O)Cc3ccccc3)c2C#N)C(C)(C)N1
-32.2% | COc1ccc(F)cc1-c1cc(C(=O)NCc2cc(C(F)(F)F)cc(C(F)(F)F)c2)[nH]n1
5.9% | O=c1[nH][nH]c2c1[C@H](c1ccc(F)cc1)O[C@H](C1CCCCC1)C2
17.8% | O=C(C[C@H]1C[C@@H]2c3cc(NC(=O)Nc4ccccc4)ccc3O[C@@H]2[C@@H](CO)O1)NCC1CC1

New compounds follow.
BRCA1 expr up | SMILES
9.5% | Cc1ccc([C@H]2N[C@]3(CCCN(Cc4cccn4C)C3=O)[C@H]3C(=O)N(Cc4ccccc4)C(=O)[C@@H]23)cc1
21.4% | CCCS(=O)(=O)NC(=O)C1(C)CCN(C(=O)c2ccc3ccccc3n2)C1 (centres undefined)
12.9% | CCc1nc2ccc(C(=O)N3CCC(O)(Cc4ccccc4)CC3)cn2c1N(C)C(=O)Cc1ccccc1
-1.7% | O=S(=O)(Cc1nnnn1-c1ccc(Br)cc1)c1ccccc1
-38.6% | O=C(COc1ccccc1C(=O)Nc1ccccc1)Nc1cccc(Cl)c1
4.1% | CS(=O)(=O)N(CC(=O)N1CCCC1)c1ccc(F)cc1
5.8% | COc1ncnc2c1ncn2CCCN(C)CCc1ccccn1
-2.7% | CC(C)n1ncc2c(C(=O)Nc3ccccc3SCC(N)=O)cc(C3CC3)nc21
7.3% | CCC(=O)c1cn(CC(=O)Nc2ccc(F)cc2)c2ccccc12
-16.9% | C(=C\c1ccccc1)/CN1CCN(C(c2ccnc3ccccc23)c2nnnn2C2CCCC2)CC1 (centres undefined)
-25.4% | Cc1nc2ccccc2nc1CC(O)(c1ccccc1)c1ccccc1
-21.4% | Cc1ccc(S(=O)(=O)N2CCN(C(=O)N3CCCCC3)CC2)c(C)c1
17.6% | COc1ccc(Nc2c(CC(C)C)nc3nc(C)cc(C)n23)cc1
-7.5% | C[C@H](CO)N1C[C@H](C)[C@@H](CN(C)Cc2ccncc2)Oc2ncc(Br)cc2C1=O
0.0% | Clc1ccc2nc(C3CCCCC3)c(CC3CCCCC3)n2c1

The final 6 entries of the part before are carried over, then new ones follow:
BRCA1 expr up | SMILES
-16.9% | C(=C\c1ccccc1)/CN1CCN(C(c2ccnc3ccccc23)c2nnnn2C2CCCC2)CC1 (centres undefined)
-25.4% | Cc1nc2ccccc2nc1CC(O)(c1ccccc1)c1ccccc1
-21.4% | Cc1ccc(S(=O)(=O)N2CCN(C(=O)N3CCCCC3)CC2)c(C)c1
17.6% | COc1ccc(Nc2c(CC(C)C)nc3nc(C)cc(C)n23)cc1
-7.5% | C[C@H](CO)N1C[C@H](C)[C@@H](CN(C)Cc2ccncc2)Oc2ncc(Br)cc2C1=O
0.0% | Clc1ccc2nc(C3CCCCC3)c(CC3CCCCC3)n2c1
-9.0% | CCCCN1C(=O)C(CC(=O)NC(c2ccccc2)c2ccccc2)CC(C(=O)N2CCCCCC2)=C1C (centres undefined)
23.8% | CC1C(O)=C(c2ccccc2)P(=O)(Cc2ccccc2)C1C (centres undefined)
34.5% | CC1(C(=O)NS(=O)(=O)c2ccc3ccccc3c2)CCN1C(=O)Cc1ccc(-c2ccccc2)cc1 (centres undefined)
-28.6% | CCOC(=O)c1cc2ccccc2n1C1CCN(CCc2ccccc2)CC1
21.7% | Cn1c(SCc2ccc(Cl)cc2)nnc1-c1ccc(NC(=O)CCc2ccccc2)cc1
-74.0% | C=C1C(=O)[C@]23C[C@H]1CC[C@H]2[C@]1(C)[C@@H](OC(C)=O)CC[C@@](C)(C(=O)OC)[C@H]1C[C@@H]3OC(C)=O
0.4% | CN(C)C(=O)c1ccc(NC(=O)c2cccc(-n3cnnn3)c2)cc1
27.7% | COc1ccc(CCNC(=O)c2ccc3c(c2)S(=O)(=O)N=C2CCCCCN23)cc1OC
4.1% | COCc1cccc(-c2csc(C(C)(O)c3ccccc3)n2)c1 (centres undefined)
-26.1% | O=C(COc1ccc(F)cc1Br)Nc1ccccc1N1CCCC1
3.1% | CCCCNC(=O)C1(C)CCN1C(=O)c1ccc2c(c1)CCO2 (centres undefined)
2.6% | O=C(Cc1cccc2ccccc12)NN=Cc1ccc2c(c1)CCC2
0.0% | COc1ccc(-c2nc3ccccc3o2)cc1NC(=O)COc1ccc(C)cc1
12.6% | CC1(C(=O)NS(=O)(=O)c2ccc(Br)cc2)CCN1C(=O)CCc1cccs1 (centres undefined)
7.8% | COc1ccc(C(NC(=O)C2CCN(C/C=C/c3ccc(OC(C)=O)c(OC)c3)CC2)c2ccccn2)cc1 (centres undefined)

As a working copy, some entries already given.
BRCA1 expr up | SMILES
2.6% | O=C(Cc1cccc2ccccc12)NN=Cc1ccc2c(c1)CCC2
0.0% | COc1ccc(-c2nc3ccccc3o2)cc1NC(=O)COc1ccc(C)cc1
12.6% | CC1(C(=O)NS(=O)(=O)c2ccc(Br)cc2)CCN1C(=O)CCc1cccs1 (centres undefined)
7.8% | COc1ccc(C(NC(=O)C2CCN(C/C=C/c3ccc(OC(C)=O)c(OC)c3)CC2)c2ccccn2)cc1 (centres undefined)

The results go on.
BRCA1 expr up | SMILES
-18.2% | CC(C)(C)n1nnnc1C(CCc1ccccc1)N1CCN(C/C=C/c2ccccc2)CC1 (centres undefined)
-1.6% | N#CC(Cc1cccs1)c1nc2ccccc2[nH]1 (centres undefined)
2.8% | CCc1nc2c(OCCn3cccc3)cccn2c1N(C)C(=O)c1cccs1
0.0% | CC(C)Nc1ncnc2c1ncn2[C@H]1CN(Cc2cccnc2)C[C@@H](CO)O1
7.6% | O=S1(=O)N[C@@H](Cc2ccccc2)COc2ccc(Cl)cc21
0.0% | O=C(COc1ccc(Cl)cc1)N1CCN(S(=O)(=O)c2cc(F)ccc2F)CC1
10.0% | O=C(C[C@@H]1C[C@@H]2c3cc(NS(=O)(=O)c4ccc(F)cc4)ccc3O[C@@H]2[C@@H](CO)O1)NC1CCCCC1
-19.8% | COc1ccccc1N(CC(=O)NCc1ccccc1)S(=O)(=O)c1cccs1
-46.1% | COc1ccc(-c2ccc(CN3C(CC(C)C)C(=O)N(Cc4cn(CC5CCCCC5)nn4)CCS3(=O)=O)cc2)cc1 (centres undefined)
-3.6% | CC1(C(=O)NCc2ccc(Cl)cc2)CCN1C(=O)c1cccc(F)c1 (centres undefined)
2.5% | CC1CC(C)CN(S(=O)(=O)c2ccc(C(=O)OCC(=O)Nc3ccccc3)cc2)C1 (centres undefined)
-7.4% | CCNC(=O)C1(C)CCCN(Cc2ccccc2-c2ccccc2)C1 (centres undefined)
-2.3% | CCOc1ccc(Cl)cc1-c1cc(C(=O)NC2CCCCC2)[nH]n1
-22.0% | CCCCCCCCN1C(=O)[C@H](CC(=O)N2CCCC2)C[C@@]2(C(=O)OC)CCCCC=C12
8.7% | CCOC(=O)c1ccc(NC(=O)c2ncn3c2C(=O)NC[C@@H]3C)cc1

Next section.
BRCA1 expr up | SMILES
-55.6% | Cc1cc2c(cc1C)N(C(=O)CCl)CC(=O)N2
-0.1% | C[C@@]12C(C[C@H](O)[C@@]34C[C@@H](CCC13)[C@@H](CO)C4=O)[C@](C)(C(=O)O)CC[C@@H]2O (some centres undefined)
-18.1% | Cc1ccc(CCN2CC(C(=O)NC3CCC(C)CC3)CC2=O)cc1 (centres undefined)
-40.9% | COc1ccc(OC(F)(F)F)cc1CC1(C)C(=O)Nc2ccc(S(=O)(=O)NC3CCCCC3)cc21 (centres undefined)
0.3% | C#CCN(C[C@H]1[C@H](OC(=O)NCc2ccc(OC)c(OC)c2)[C@H](OC(=O)NCc2ccc(OC)c(OC)c2)C[C@H]2C(=O)N(c3ccccc3)C(=O)[C@@H]12)S(=O)(=O)c1ccc(C)cc1
-4.2% | O=C(COC(=O)CN1C(=O)c2ccccc2C1=O)Nc1ccccc1C(F)(F)F
16.3% | COc1cc(CNC(=O)OC2CC3CC2[C@H]2CCCCN2C3=O)cc(OC)c1 (some centres undefined)
13.5% | Nc1ncnc2c1ncn2[C@@H]1O[C@H](C(=O)Nc2ccc(Oc3ccccc3)nc2)[C@@H](O)[C@H]1O
9.8% | Cc1nc2ccc(C(=O)Nc3cccc(NS(C)(=O)=O)c3)cn2c1N(C)C(=O)CCc1ccccc1
-30.4% | C[C@H]1CN([C@@H](C)CO)C(=O)c2cc(Br)cnc2O[C@@H]1CN(C)C(=O)Nc1ccc(C(F)(F)F)cc1
-30.2% | CCCCn1nnnc1C(c1cc2ccccc2o1)N1CCN(c2ccncc2)CC1 (centres undefined)
15.3% | O=C(NCc1ccccc1)c1cc(C2COCCN2C(=O)c2ccc3c(c2)CCO3)on1 (centres undefined)
0.0% | N#Cc1cccc(NC(=O)c2cc(C3CCCCN3C(=O)c3cccs3)on2)c1 (centres undefined)
-51.5% | COc1ccc(-c2cc(NC=O)c3ncc(-c4cccc(OC)c4)n3c2)cc1
-0.5% | CCC/C=C/c1ccc(CN2C(C(C)C)C(=O)N(Cc3cn(CCOCOC)nn3)CCS2(=O)=O)cc1 (centres undefined)

The results go on:
BRCA1 expr up | SMILES
1.8% | S=C(NCCCN1CCOCC1)NN=C1c2ccccc2-c2ccccc21
8.6% | CN1CCN(C(=O)c2cccc(-c3cccc4nccn34)c2)CC1
-5.5% | CCNC(=O)N1CCN(/[N+]([O-])=N/Oc2ccc([N+](=O)[O-])cc2[N+](=O)[O-])CC1
-28.9% | N#CC(=C1C=C(Br)C(=NO)C=C1Cl)c1ccc(Cl)cc1
28.1% | C[C@H](CO)N1C[C@H](C)[C@H](CN(C)Cc2ccc(Oc3ccccc3)cc2)Oc2cc(Br)ccc2S1(=O)=O
-29.7% | Cc1c(C(=O)NC2CC(C)(C)NC(C)(C)C2)oc2c(Cl)cccc12
-32.4% | C[C@H](CO)N1C[C@H](C)[C@H](CN(C)C(=O)N[C@H](C)c2ccccc2)OCc2ccccc2-c2c(n(C)c3ccccc23)C1=O
27.9% | COC(=O)c1ccc2nc(-c3ccccc3)c(Cc3ccc(C)cc3)n2c1
-41.1% | NC(Cc1ccc(C(F)(F)F)cc1)c1csc(Nc2nccc(C(F)(F)F)n2)n1 (centres undefined)
18.6% | Cc1ccc(S(=O)(=O)NC(=O)C2(C)CCN2C(=O)C2(c3ccc(Cl)cc3)CCC2)nc1 (centres undefined)
23.0% | CN(C)C1CN(Cc2cn(Cc3cccc(C(F)(F)F)c3)nn2)S(=O)(=O)C1 (centres undefined)
-48.9% | N#CCCN(Cc1ccccc1)C(C(=O)NC1CCCCC1)c1cc2ccccc2o1 (centres undefined)
-14.3% | O=C(Cc1ccc([N+](=O)[O-])cc1)NCCS(=O)(=O)N1CCN(c2ccccc2)CC1
5.9% | O=C(COC(=O)c1cc(Br)ccc1O)NCCC1=CCCCC1
1.1% | Cn1c(=O)c2c(-c3ccccc3)n(-c3cc([N+](=O)[O-])ccc3O)cc2n(C)c1=O
21.7% | CC(C)(C)NC(=O)C1c2ccccc2OCC(=O)N1Cc1ccccn1 (centres undefined)
3.8% | C[C@@H]1CN([C@H](C)CO)C(=O)CCCn2nncc2CO[C@H]1CN(C)C
